SKN-1 inh = C. elegans SKN-1 inhibition; inhibition, % at 21.8 µM; actives 0.49% (n = 360,000); C. elegans VP596 Pgst-4::GFP/RFP ratio, acrylamide-induced, 24 h;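 active = interference check ratio from 0.5 to 1.5 plus GFP to RFP signal ratio inhibition reaching or exceeding a fixed threshold, cut at about 30% in these data, passing the limit was not always enough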; note: some compounds called inactive have numbers as strong as hits
DNMT1 inh = blocks human DNA methyltransferase DNMT1; P26358; DNMT1 molecular beacon, Hinp1I cleavage, fluorescence; inhibition (reported as % activation of signal), % at 10 µM; actives 0.83% (n = 360,000); AID 588458; in the data active = inhibition above about 50%
Neddyl block = inhibitors of human cullin neddylation; TR-FRET cullin neddylation, biochemical; actives 0.58% (n = 360,000); calls only at 25 µM; P61081+Q13564; in the data active = inhibition above about 36%
LMPTP block = LMPTP (human) inhibition; recombinant LMPTP-A, OMFP fluorogenic substrate, fluorescence intensity; inhibition, % at 20 µM; actives 0.22% (n = 360,000);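 active = compounds that cut the enzyme signal by at least half of the control window in the single-dose screen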;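 note: plate controls were DMSO wells with enzyme plus substrate for no effect and substrate without enzyme for full effect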
Target sequence (P24666 whole entry, looked up): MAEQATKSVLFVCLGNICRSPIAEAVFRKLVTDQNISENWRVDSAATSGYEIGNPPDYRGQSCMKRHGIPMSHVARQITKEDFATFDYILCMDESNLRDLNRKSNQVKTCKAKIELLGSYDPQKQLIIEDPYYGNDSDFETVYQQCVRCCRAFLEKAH
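test system = LMPTP-A | amount = 0.625 nM LMPTP-A final | reagent = fluorogenic phosphatase substrate OMFP at 400 µM final | incubation = 50 min at room temperature | benchmarks = no-enzyme low control, uninhibited high control | medium = Bis-Tris pH 6.0, DTT, detergent | signal = fluorescence intensity of OMFP turnover product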
SUMO1 PPI mod = modulators of human SUMO1-mediated protein-protein interactions. P63165. SUMO1 binding to a labelled peptide, TR-FRET, 1 h. inhibition, % at 20 µM. actives 0.33% (n = 360,000). AID 602429; in the data active = inhibition above about 37%
Target sequence (P63165 whole entry, looked up): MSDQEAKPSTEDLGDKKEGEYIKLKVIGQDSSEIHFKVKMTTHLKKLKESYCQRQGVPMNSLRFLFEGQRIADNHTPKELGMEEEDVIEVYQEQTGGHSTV
CendR NRP1 mod = modulators of CendR peptide binding to human neuropilin-1. inhibition, % at 25 µM. actives 0.85% (n = 360,000). FAM-RPARPAR peptide binding to NRP-1, fluorescence polarization. O14786. AID 602438;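 active = inhibition or corrected inhibition above about 18%, plus a signal ratio from 0.5 to 1.5, limit read from the data, passing the limit was not always enough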; note: strong numbers were not always called active
Scp1 inh = inhibitors of human Scp-1 phosphatase. Q9GZU7. Recombinant Scp1, phosphopeptide, malachite green phosphate absorbance. inhibition, % at 20 µM. actives 0.88% (n = 340,000);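 active = inhibition above about 50% at 20 µM, limit read from the data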;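 note: plate controls were DMSO wells with enzyme for no effect and wells lacking enzyme for full effect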
Target sequence (Q9GZU7 76-261 limits assumed): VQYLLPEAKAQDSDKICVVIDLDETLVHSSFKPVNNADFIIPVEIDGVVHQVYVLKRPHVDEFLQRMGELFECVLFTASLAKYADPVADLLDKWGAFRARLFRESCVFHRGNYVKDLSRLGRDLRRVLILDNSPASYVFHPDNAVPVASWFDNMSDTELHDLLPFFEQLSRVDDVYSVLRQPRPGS
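Times: enzyme reaction 45 min at room temperature, colour 5 min, stabilisation 30 min. Material: SCP-1 catalytic fragment, aa 76-261. Medium: Acidic Tris acetate buffer with magnesium and detergent. Signal: colorimetric free-phosphate detection, absorbance 630 nm. Read-out basis: % inhibition of SCP-1 phosphate liberation. Reagent: Phosphorylated 17-residue peptide substrate.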
STEP block = blocks human striatal-enriched tyrosine phosphatase; P54829; recombinant STEP, OMFP fluorogenic substrate, fluorescence; inhibition, % at 20 µM; actives 0.25% (n = 360,000);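 active = inhibition at 20 µM, scaled per plate between control wells, above about 37%, limit read from the data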;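 note: 0% = DMSO with enzyme and substrate and 100% = substrate only without enzyme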
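Also added – OMFP at 25 µM · Test system – STEP tyrosine phosphatase · Technique – FITC-channel fluorescence of OMFP product · Schedule – 20 min at room temperature, dark · Evaluation – control-normalized % inhibition with plate pattern correction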
TbMetRS inhib = blocks T. brucei methionyl-tRNA synthetase activity | purified T. brucei MetRS, ATP depletion, Kinase-Glo luminescence | inhibition, % at 11.9 µM | actives 0.4% (n = 360,000) | AID 624268;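 active = inhibition above a per-plate cutoff of the control wells' mean inhibition plus 3 SD, cut at about 5.5% in these data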;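 note: 0% = DMSO wells median and 100% = median of wells with control inhibitor compound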
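Test system: purified T. brucei MetRS enzyme. Also added: ATP, methionine and E. coli bulk tRNA substrates. Compound: 11.9 µM single point. Schedule: 15 min enzyme-compound preincubation, 2 h reaction, 10 min detection, 25 °C. Signal: luciferase luminescence of residual ATP, Kinase-Glo. Evaluation: percent inhibition versus plate control medians. Controls: DMSO wells, low control.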
NadD block = NadD (S. aureus) enzyme inhibition; purified NadD enzyme, colorimetric absorbance read-out; inhibition, % at 20 µM; actives 0.78% (n = 360,000); AID 602399; in the data active = inhibition above about 26%; note: some compounds past the cut are filed as inactive
An asterisk follows results filed as active; i = inactive; . = no result given.

No.	molecule	LMPTP block	SKN-1 inh	DNMT1 inh	SUMO1 PPI mod	NadD block	Scp1 inh	Neddyl block	STEP block	CendR NRP1 mod	TbMetRS inhib
1	COc1ccc(CN2CCN(Cc3cc(=O)oc4cc(C)ccc34)CC2)c(OC)c1OC	0.0	19.7	-1.8	2.2	4.0	-9.8	i	0.0	-3.2	-0.9
2	COc1ccc(C(=O)Nc2nnc(SCC(=O)NCC3CCCO3)s2)cc1OC (stereo not drawn)	-0.9	-7.8	-0.3	3.6	-0.4	-7.8	i	0.5	10.0	-0.3
3	CC(C)c1ccc(NC(=O)C2CCN(C(=O)[C@@H]3Cc4ccccc4CN3)CC2)cc1	-0.1	6.4	0.4	-1.2	-7.5	1.8	i	-1.2	3.3	-0.8
4	C=CCc1ccccc1Oc1cc(F)nc(N)n1	-0.9	-8.3	-0.9	1.4	-3.2	-2.4	i	1.3	6.7	-2.2
5	O=C(CN1CCCCC1)N/N=C/c1ccccc1OCc1ccccc1	-1.0	3.2	-1.0	-1.8	-6.3	-3.1	i	0.8	-1.7	-0.6
6	COC(=O)[C@H](CC(C)C)NC(=O)/C=C/[C@H]1O[C@@H](n2cc(C)c(=O)[nH]c2=O)C[C@@H]1O	-2.3	-5.5	0.2	4.0	0.5	.	i	-2.5	-4.8	-0.3
7	Cc1cc(Br)ccc1OCC(=O)N1CCCCCC1	-0.5	1.6	-5.4	-0.4	0.1	0.7	i	0.3	-2.5	1.1
8	CC1CN(C)C(C)C/C1=N\Oc1ccc([N+](=O)[O-])cc1 (stereo not drawn)	0.6	14.2	-1.3	-19.4	-1.2	-2.9	i	2.4	6.8	4.0
9	Cc1ccc(CNC(=S)NCc2ccncc2)cc1	-0.7	-4.3	0.5	1.6	-1.3	-8.3	i	5.2	1.7	-0.3
10	COc1ccc(OC)c(-c2cc(C(=O)N3CCCc4ccccc43)no2)c1	4.3	-7.8	-3.2	-0.5	-9.2	-8.5	i	3.0	9.8	-1.1
11	O=C(O)CCN1CCc2ccccc2C1c1ccncc1 (stereo not drawn)	0.4	-11.8	-1.9	-3.5	-7.1	5.8	i	-2.1	7.7	-1.0
12	CCn1c(=O)n(CC)c2cc(N3CCCC3)c(NC(=O)c3ccc(C)cc3)cc21	0.6	3.2	-3.1	4.3	2.9	-11.3	i	1.4	5.2	-0.2
13	Cc1ccc(NC(=O)CS(=O)CC(=O)NC(C)CCc2ccco2)cc1Cl (stereo not drawn)	0.4	-3.9	0.3	-1.0	-5.4	12.0	i	0.4	-11.2	0.2
14	O=CN1CCc2scc[n+]2-c2ccccc21	-2.2	36.4*	-0.1	3.0	2.0	-4.7	i	-1.2	10.6	0.2
15	CC1CN(C(=O)c2ccc(S(=O)(=O)Nc3cccc(C(F)(F)F)c3)cc2)CC(C)O1 (stereo not drawn)	0.0	-5.8	-2.9	8.5	0.1	1.6	i	0.8	4.5	-0.2
16	CCOc1ccc(OCCCCn2cnc3ccccc3c2=O)cc1	-0.1	-16.7	5.4	-3.9	-5.6	-6.1	i	-0.8	8.5	-0.4
17	O=C(Nc1ccccc1)C12CC3CC(C1)CC(n1cnc([N+](=O)[O-])n1)(C3)C2	0.6	-3.4	2.7	-21.7	-2.3	-2.2	i	0.2	-8.2	-1.1
18	Cc1cc(Nc2nc3ccccc3[nH]c2=O)n(-c2ccccc2)n1	0.0	27.2	-1.5	-6.0	5.6	-4.8	i	0.2	-2.8	-0.2
19	COc1ccccc1NS(=O)(=O)c1cc(NC(=O)CCNC(C)=O)ccc1C	-0.9	4.8	-0.3	1.8	-0.7	-3.9	i	-3.5	1.1	0.1
20	O=C(NC(Nc1nc2ccccc2s1)(C(F)(F)F)C(F)(F)F)c1ccccc1	-0.3	11.3	-0.8	-5.1	-0.5	-0.7	i	-1.4	-6.0	-1.1

Four entries from above, field by field.
5	O=C(CN1CCCCC1)N/N=C/c1ccccc1OCc1ccccc1
  LMPTP block: -1.0
  SKN-1 inh: 3.2
  DNMT1 inh: -1.0
  SUMO1 PPI mod: -1.8
  NadD block: -6.3
  Scp1 inh: -3.1
  Neddyl block: i
  STEP block: 0.8
  CendR NRP1 mod: -1.7
  TbMetRS inhib: -0.6
6	COC(=O)[C@H](CC(C)C)NC(=O)/C=C/[C@H]1O[C@@H](n2cc(C)c(=O)[nH]c2=O)C[C@@H]1O
  LMPTP block: -2.3
  SKN-1 inh: -5.5
  DNMT1 inh: 0.2
  SUMO1 PPI mod: 4.0
  NadD block: 0.5
  Scp1 inh: .
  Neddyl block: i
  STEP block: -2.5
  CendR NRP1 mod: -4.8
  TbMetRS inhib: -0.3
7	Cc1cc(Br)ccc1OCC(=O)N1CCCCCC1
  LMPTP block: -0.5
  SKN-1 inh: 1.6
  DNMT1 inh: -5.4
  SUMO1 PPI mod: -0.4
  NadD block: 0.1
  Scp1 inh: 0.7
  Neddyl block: i
  STEP block: 0.3
  CendR NRP1 mod: -2.5
  TbMetRS inhib: 1.1
8	CC1CN(C)C(C)C/C1=N\Oc1ccc([N+](=O)[O-])cc1 (stereo not drawn)
  LMPTP block: 0.6
  SKN-1 inh: 14.2
  DNMT1 inh: -1.3
  SUMO1 PPI mod: -19.4
  NadD block: -1.2
  Scp1 inh: -2.9
  Neddyl block: i
  STEP block: 2.4
  CendR NRP1 mod: 6.8
  TbMetRS inhib: 4.0

Other compounds.
No.	molecule	LMPTP block	SKN-1 inh	DNMT1 inh	SUMO1 PPI mod	NadD block	Scp1 inh	Neddyl block	STEP block	CendR NRP1 mod	TbMetRS inhib
21	Cc1onc(-c2ccccc2)c1CNS(=O)(=O)c1cccc(Br)c1	1.0	-15.1	-2.4	-0.6	-9.8	-10.8	i	-2.6	-14.4	-0.8
22	CCc1nnc(NC(=O)CSc2nnc(-c3cccnc3)n2C)s1	-0.8	-1.5	-2.3	2.0	-0.3	-5.3	i	9.6	-1.6	1.0
23	CC(=O)Nc1ccc(NC(=O)CN(C)S(=O)(=O)c2ccc3c(c2)CCC(=O)N3)cc1	-1.4	4.5	-0.4	2.6	-3.3	-0.3	i	-0.8	2.5	-0.3
24	CCOc1ncccc1-c1nc(-c2cccs2)no1	0.5	-5.1	-1.9	-0.6	-10.1	-16.3	i	-1.8	-5.5	-0.8

From PubChem BioAssay
